Bioassay records: PubChem, several laboratories
Wee1 stabilizer = human Wee1 degradation inhibition, primary screen | P30291 | HeLa Luc-Wee1K328M stability, luciferase luminescence; 100% = proteasome inhibitor MG132 effect | 220,000 tested, 1.2% active | reporter increase, % at 5 µM;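 active = activation above the mean of all tested compounds plus 3 SD, set per screening run, cut at about 8.8% in these data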;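 note: cells exposed to compound for 20 h before luminescence read; 0% = DMSO alone and 100% = MG132 at 30 µM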
Ba/F3 V617F tox = loss of viability in JAK2V617F-driven Ba/F3 cells | Ba/F3 EpoR-JAK2V617F viability, ATP luminescence | inhibition, % at 5.6 µM | 220,000 tested, 1.1% active;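 active = inhibition above the campaign mean plus 3 SD over all tested compounds, cut at about 24% in these data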;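 note: cytokine-independent growth of Ba/F3 cells driven by EpoR plus mutant JAK2; 0% = DMSO-treated cells and 100% = JAK inhibitor I control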
S1P4 ag = agonists of human S1P4 receptor; O95977; S1P4-expressing cell line, agonist reporter assay; activation, % at 4.98 µM; 220,000 tested, 0.35% active; AID 1509; in the data active = activation above about 11%;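 note: 0% = DMSO vehicle and 100% = reference agonist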
PERK inhibitor = human PERK inhibition, primary cell-based screen; 220,000 tested, 0.17% active; Q9NZJ5; CHO PERK-DD fusion, SEAP luminescence translation reporter; AID 1416; inhibition, % at 5.6 µM;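 active = inhibition above the mean inhibition of all tested compounds plus 3 SD, set separately per screening campaign, cut at about 2.9% in these data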;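 note: PERK kinase domain activated by AP20187 dimerizer at 100 nM; 0% = DMSO with dimerizer and 100% = rapamycin at 8.4 µM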
Target sequence (Q9NZJ5 whole entry, looked up, the tested form may be a part): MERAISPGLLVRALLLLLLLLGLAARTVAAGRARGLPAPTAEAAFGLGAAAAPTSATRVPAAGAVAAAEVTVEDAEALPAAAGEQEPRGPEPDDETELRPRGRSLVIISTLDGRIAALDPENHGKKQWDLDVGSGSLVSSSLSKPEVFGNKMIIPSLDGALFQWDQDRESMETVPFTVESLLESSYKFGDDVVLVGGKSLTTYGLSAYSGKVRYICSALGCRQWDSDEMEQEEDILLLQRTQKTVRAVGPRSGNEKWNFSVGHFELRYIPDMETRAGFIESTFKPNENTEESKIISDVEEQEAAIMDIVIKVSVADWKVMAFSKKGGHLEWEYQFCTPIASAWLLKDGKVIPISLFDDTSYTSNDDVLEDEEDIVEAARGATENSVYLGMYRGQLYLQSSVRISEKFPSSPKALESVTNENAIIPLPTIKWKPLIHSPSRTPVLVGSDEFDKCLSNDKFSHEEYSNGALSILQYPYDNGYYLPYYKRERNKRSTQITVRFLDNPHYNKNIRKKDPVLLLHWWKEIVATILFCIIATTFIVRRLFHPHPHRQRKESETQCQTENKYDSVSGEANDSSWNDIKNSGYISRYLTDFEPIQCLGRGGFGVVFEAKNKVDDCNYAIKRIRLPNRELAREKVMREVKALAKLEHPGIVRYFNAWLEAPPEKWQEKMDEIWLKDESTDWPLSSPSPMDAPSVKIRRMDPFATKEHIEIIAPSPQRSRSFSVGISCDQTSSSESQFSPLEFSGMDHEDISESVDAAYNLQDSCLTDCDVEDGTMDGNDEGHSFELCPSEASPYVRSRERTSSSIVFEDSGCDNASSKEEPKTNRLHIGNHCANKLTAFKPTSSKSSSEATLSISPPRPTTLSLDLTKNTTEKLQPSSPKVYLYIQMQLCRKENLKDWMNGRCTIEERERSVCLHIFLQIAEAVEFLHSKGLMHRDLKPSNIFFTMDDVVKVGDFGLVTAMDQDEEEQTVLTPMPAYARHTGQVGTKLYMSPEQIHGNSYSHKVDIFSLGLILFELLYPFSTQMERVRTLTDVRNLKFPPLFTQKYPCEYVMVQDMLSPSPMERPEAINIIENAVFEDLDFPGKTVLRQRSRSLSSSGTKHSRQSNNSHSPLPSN
S1P4 antag = antagonists of human S1P4 receptor; inhibition, % at 4.98 µM; AID 1510; O95977; S1P4-expressing cells, antagonist mode, reporter read-out; 220,000 tested, 0.26% active; in the data active = inhibition above about 29%;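 note: 0% = wells stimulated with agonist and 100% = vehicle wells without agonist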
BaF3 tox = reduces parental Ba/F3 cell viability, JAK2V617F counter-screen; 220,000 tested, 1.1% active; inhibition, % at 5.6 µM; CellTiter-Glo ATP luminescence;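 active = inhibition above a per-campaign cutoff, the mean inhibition of all tested compounds plus 3 SD, cut at about 27% in these data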;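 note: 0% = DMSO wells and 100% = JAK Inhibitor I control wells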
NPY-Y2 PAM-ag = potentiates or activates human NPY-Y2 receptor. P49146. cells expressing NPY-Y2, potentiator/agonist read-out. activation, % at 3.6 µM. 220,000 tested, 0.45% active. AID 1359; in the data active = activation above about 27%;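 note: cells stimulated with NPY near EC25 plus isoproterenol at EC100; 0% = vehicle plus submaximal agonist and 100% = vehicle plus saturating agonist; some results beyond the cut were filed as inactive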
eIF4E 4G PPI = eIF4E/eIF4G interaction inhibition in translation initiation. P63073+Q04637. TR-FRET eIF4E-eIF4GI(517-606) binding, 2 h. inhibition, % at 21.7 µM. 220,000 tested, 0.37% active. AID 782;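 active = inhibition above about 30%, limit read from the data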;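 note: 0% = full FRET control wells and 100% = background wells lacking eIF4GI fragment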
Mdm2 ligase inh = blocks human Mdm2 ubiquitin ligase activity; signal enhancement, % at 5 µM; 210,000 tested, 0.11% active; cell-based MDM2 ubiquitination luciferase reporter, 2 h; 0 = plate control, 100 = twice control, blank-subtracted; AID 1230;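 active = signal enhancement of 30% or more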;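 note: luminescence tracks abundance of the self-degrading MDM2-luciferase fusion protein; higher signal means inhibition of MDM2 E3 ligase activity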
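system = mammalian cells stably expressing self-ubiquitinating, self-degrading MDM2 E3–luciferase fusion | quantity = 2000 cells per well seeded | incubation = 4 h cell settling then 2 h compound exposure, 37 °C | signal = SteadyLite luminescence, 15 min reagent step | benchmarks = plate control and blank wells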
An asterisk follows results filed as active; . = no result given; [ ] = dose if it differs, or a comment.

SMILES | Wee1 stabilizer | Ba/F3 V617F tox | S1P4 ag | PERK inhibitor | S1P4 antag | BaF3 tox | NPY-Y2 PAM-ag | eIF4E 4G PPI | Mdm2 ligase inh
COc1ccccc1C(=O)C1CCCN(C(=O)c2ccc3c(c2)OCCO3)C1 (centres undefined) | 1 | 0 | -0.7 | 0.6 | -9 | 5 | 1 | 0 | 4
COc1ccc(S(=O)(=O)N2CCCCC2)cc1NC(=O)CSc1nccn1C | 0 | 2 | 1.1 | 0.7 | -1 | 8 | 14 | -2 | -11
Cc1ccnc(N2C(=O)c3ccccc3C2O)c1 (centres undefined) | 2 | 9 | 1.4 | 1.1 | -19 | 12 | 3 | 1[fluorescence artefact?] | -23
O=C(NCc1ccco1)c1ccc(S(=O)(=O)N2CCOCC2)cc1 | 1 | 2 | -1.3 | 0.2 | 4 | 3 | -12 | 2 | -5
COC(=O)N/N=C(\C)c1ccc(OC(F)F)cc1OC(F)F | 4 | 1 | 2.1 | 0.1 | -9 | 6 | -1 | 3 | -8
O=C(Nc1ccc2c(c1)CCC2)c1cnn2c1NC(c1ccco1)CC2C(F)(F)F (centres undefined) | 0 | -2 | -1.8 | 1.1 | -7 | 3 | -7 | 0[fluorescence artefact?] | -6
CCn1c(SCc2nc3cc(OC)c(OC)cc3c(=O)[nH]2)nc2ccccc21 | 1 | 0 | 1.8 | 0.8 | -7 | 8 | -6 | -1 | -15
Cc1ccc(C(=O)N2CCCC(c3ccccc3)=N2)cc1 | 1 | 4 | 1.9 | -0.2 | 3 | 8 | -3 | 2 | -3
CN(C)CCCN(Cc1cc2cc3c(cc2[nH]c1=O)OCO3)C(=S)Nc1cccc(Cl)c1 | 8 | 36* | -1.8 | -0.5 | -2 | 46* | -27 | 6 | -4
O=C(/C=C/c1ccc(Br)cc1)NC1CCCCCC1 | -1 | 3 | 0.6 | 0.8 | -3 | 9 | -8 | -1[fluorescence artefact?] | -22
O=C(CSc1nnc(-c2ccncc2)o1)Nc1ccccc1Cl | -1 | 2 | -0.1 | 1.7 | 2 | 7 | 9 | 0[fluorescence artefact?] | -5
COc1ccc(OCc2nnc(SCC(=O)N3CCOCC3)o2)cc1 | -3 | -5 | -0.8 | -0.5 | -3 | -1 | 2 | -1 | -12
COc1cc(S(=O)(=O)Nc2ccncc2)ccc1F | 5 | -4 | -4.0 | 1.3 | -2 | -5 | 0 | 2 | 0
COC(=O)C(O)(CC(=O)c1ccc(OC)cc1)C(F)(F)F (centres undefined) | 0 | -3 | -1.4 | 0.7 | 2 | 4 | 1 | 4[fluorescence artefact?] | -4
Cc1ccc(C(=O)NNC2=Nc3cc([N+](=O)[O-])ccc3OC2)cc1 | -2 | -5 | -0.2 | -0.2 | 13 | -2 | -7 | 4 | -7
CC(=O)Cc1nsc(NC(=O)c2cccc(F)c2)n1 | 2 | 5 | -0.1 | -0.1 | -23 | 2 | -16 | 1 | 27
Fc1ccc(NC(=S)N2CCc3[nH]c4ccccc4c3C2)cc1 | 0 | 21 | 0.1 | 2.4 | -6 | 35* | 28 | 5 | -11
CC(=O)NC1C(=O)N=C(SCC(=O)Nc2ccc(C(F)(F)F)cc2Cl)NC1=O (centres undefined) | -2 | 3 | 0.9 | 0.8 | -3 | 6 | -2 | -5 | 4
COc1ccc(/C=C/C(=O)NC(=S)Nc2cc3oc4ccccc4c3cc2OC)cc1 | 3 | 0 | 0.0 | 0.8 | -18 | 5 | -4 | 0[fluorescence artefact?] | -3
CC1Cc2ccccc2N1S(=O)(=O)c1cnc(Cl)c(Br)c1 (centres undefined) | 3 | 3 | 0.1 | 0.5 | -4 | 0 | 12 | -5 | -6
Cc1ccc(SCc2cc(=O)n(C)[nH]2)cc1 | 2 | 0 | 0.7 | 1.2 | -15 | 0 | 1 | -2 | -2
O=C(CNC(=O)Cc1ccccc1)NCC(=O)OCc1ccccc1 | 4 | -3 | 0.2 | 1.2 | 8 | 3 | 0 | 3 | -2
CC1CN(c2oc(-c3cccs3)nc2C#N)CC(C)O1 (centres undefined) | 4 | 0 | 2.0 | 1.1 | -5 | 5 | 14 | . | -12
O=C(CSc1nnnn1-c1ccccc1)Nc1nsc(-c2ccc(Cl)cc2)n1 | 0 | 2 | -0.5 | 0.2 | -23 | 9 | -5 | 5[fluorescence artefact?] | -9
COc1ccc(CCNC(=O)c2cc3sccc3n2C)cc1OC | -3 | -6 | 2.1 | -1.2 | -11 | 0 | 9 | -5 | -8
The listing continues:
SMILES | Wee1 stabilizer | Ba/F3 V617F tox | S1P4 ag | PERK inhibitor | S1P4 antag | BaF3 tox | NPY-Y2 PAM-ag | eIF4E 4G PPI | Mdm2 ligase inh
C=CCSc1n[nH]c(-c2cccs2)n1 | 7 | -2 | 0.4 | 0.6 | 2 | 1 | 12 | -3 | -5
COc1ccc(-c2nc(C#N)c(NCC3CCCO3)o2)cc1 (centres undefined) | 1 | -2 | -1.2 | 0.6 | -10 | 4 | -10 | -6 | 2
CC1CCc2cc(F)ccc2N1C(=O)CN1C(=O)c2ccccc2C1=O (centres undefined) | -2 | 3 | 0.1 | -1.4 | 6 | 2 | 4 | -3 | -8
COc1ccc(C)cc1NC(=O)CC1COc2ccccc2O1 (centres undefined) | -4 | 0 | 2.1 | 0.3 | -3 | 9 | -15 | -2 | -2
CC(=O)c1cccc(NC(=S)NC(=O)c2ccc(Cl)cc2)c1 | 4 | -7 | 0.6 | 0.2 | -3 | 6 | -6 | 1[fluorescence artefact?] | -1
Cc1cccc(NC(=O)/C=C/c2ccc3c(c2)OCO3)n1 | 9.3* | 4 | 2.6 | -0.5 | -60 | 6 | 4 | -2[fluorescence artefact?] | -42
COc1ccc(-c2[nH]ncc2CN2CCC(OCc3cccnc3)CC2)c(F)c1 | -4 | 0 | 2.5 | 0.7 | -5 | 3 | -5 | -2 | -7
Cc1ccccc1C(=O)Nc1ccccc1-n1cccc1 | 1 | 0 | -3.3 | 0.2 | -2 | 2 | -10 | -7 | 2
O=C1OC(N2CCN(Cc3ccccc3)CC2)c2ccccc21 (centres undefined) | 8 | 0 | -0.1 | 0.4 | -4 | 5 | -1 | . | .
CCOC(=O)c1ccc2c(c1)C(=O)N(C1CCCCC1)C2=O | -1 | 2 | 25* | 0.4 | -17 | 9 | 3 | 0 | -17
Cc1oc2nc(SCC(=O)NCc3cccnc3)nc(N)c2c1C | 2 | 2 | 0.9 | 0.3 | 3 | 6 | -3 | 0[fluorescence artefact?] | -31
Cc1noc(C)c1/C=N/Nc1ccccn1 | 0 | 0 | -0.5 | 0.8 | -18 | 3 | 9 | -2 | -10
COc1cccc(/C=C2\SC(=O)NC2=O)c1OCc1ccc(C(=O)O)cc1 | 0 | -2 | 0.9 | 1.4 | 3 | 0 | 3 | 0 | -6
O=C(Nc1cc2c(cc1Cl)OCCO2)c1ccco1 | 0 | -4 | 0.1 | 0.2 | -15 | 1 | -3 | 6 | -6
Cc1sc2ncnc(Sc3ccccc3C(=O)Nc3ccccc3Cl)c2c1C | -1 | -3 | -0.6 | 0.6 | -1 | 0 | 15 | 5 | 2
N#C/C(=C\c1ccc(F)cc1)c1nc(-c2ccco2)cs1 | -3 | 1 | 1.9 | 0.7 | -22 | 8 | 8 | 0 | -10
CC(C)(C)C1CCC(=NOC(=O)c2ccc(F)cc2)CC1 (centres undefined) | -1 | 1 | 0.1 | -0.1 | -3 | 7 | 6 | -1 | -9
Cc1cc2c(c(Sc3ccccc3)n1)C(=O)OC2 | -2 | -1 | -0.8 | 1.1 | -6 | 7 | 5 | 7 | -15
O=C(CSc1n[nH]c(=O)[nH]c1=O)Nc1cccc(S(=O)(=O)N2CCOCC2)c1 | -2 | 3 | 2.8 | 0.1 | 7 | 4 | 6 | -2 | 9
CCOC(=O)c1c(C)nn(-c2ccc(NC(=O)/C=C/C(=O)O)cc2)c1C | -2 | -1 | 0.6 | 0.4 | -11 | -2 | -10 | 12 | -3
CCc1ccccc1NC(=O)N1CCC(NC(=O)C(Cc2ccccc2)NC(C)=O)CC1 (centres undefined) | -5 | -3 | 0.7 | 1.3 | -10 | 2 | 4 | -1 | 2
COc1ccccc1N(CC(=O)Nc1ccc(C(F)(F)F)cc1)S(C)(=O)=O | 1 | 3 | -0.8 | 0.3 | 3 | 10 | 6 | -1 | -5
O=C1/C(=C\c2ccccc2)CCc2c1[nH]c1ccccc21 | 3 | 6 | -1.1 | -1.5 | -3 | 10 | 3 | -1 | -7
CN(C)C(=S)N=Nc1[nH]c2ccccc2c1O | 11* | 0 | 2.2 | -1.0 | 8 | 4 | 9 | -2 | 1
CCOC(=O)c1c(-c2ccc(C)o2)csc1NC(=O)CN1CCC(C(N)=O)CC1 | -3 | 3 | 1.9 | 1.1 | 6 | 11 | 8 | 1 | -13
Cc1ccc(NC(=S)N2CCCC(c3nc4ccc(C)cc4[nH]3)C2)c(C)c1 (centres undefined) | -2 | -3 | -2.9 | -0.1 | -3 | 3 | -18 | 0 | -21
O=C(O)CCNc1ccc(Cl)cc1 | 0 | 1 | 1.1 | 0.4 | -4 | -4 | -5 | 3 | -4
CN1CCc2c(sc(/N=C/c3c[nH]c4ccccc34)c2C#N)C1 | 4 | 0 | 1.2 | 2.4 | -20 | -6 | -4 | 4 | -8
COc1ccc(C)cc1Nc1ccc(C(=O)O)cc1[N+](=O)[O-] | -1 | 2 | 0.3 | 0.8 | -6 | 8 | -3 | 0 | 0

An excerpt from above in order of SMILES length, descending.
SMILES | Wee1 stabilizer | Ba/F3 V617F tox | S1P4 ag | PERK inhibitor | S1P4 antag | BaF3 tox | NPY-Y2 PAM-ag | eIF4E 4G PPI | Mdm2 ligase inh
CCOC(=O)c1c(-c2ccc(C)o2)csc1NC(=O)CN1CCC(C(N)=O)CC1 | -3 | 3 | 1.9 | 1.1 | 6 | 11 | 8 | 1 | -13
COc1cccc(/C=C2\SC(=O)NC2=O)c1OCc1ccc(C(=O)O)cc1 | 0 | -2 | 0.9 | 1.4 | 3 | 0 | 3 | 0 | -6
Cc1oc2nc(SCC(=O)NCc3cccnc3)nc(N)c2c1C | 2 | 2 | 0.9 | 0.3 | 3 | 6 | -3 | 0[fluorescence artefact?] | -31
COc1ccc(-c2nc(C#N)c(NCC3CCCO3)o2)cc1 (centres undefined) | 1 | -2 | -1.2 | 0.6 | -10 | 4 | -10 | -6 | 2
Cc1cc2c(c(Sc3ccccc3)n1)C(=O)OC2 | -2 | -1 | -0.8 | 1.1 | -6 | 7 | 5 | 7 | -15
C=CCSc1n[nH]c(-c2cccs2)n1 | 7 | -2 | 0.4 | 0.6 | 2 | 1 | 12 | -3 | -5

Outcome played no part in choosing rows. About 4.1% of those tested had a hit in this group.
